Source: PubChem BioAssay (National Center for Advancing Translational Sciences (NCATS))
ERK EGF inh – blocks ERK signaling stimulated by EGF | HEK293-V1b, EGF-stimulated phospho-ERK AlphaScreen | 0.41% of 130,000 active | Potency, µM (highest dose often 11.5 µM), for inactives: top-dose activity change, negative = inhibition, most hits filed as inhibitors; active = well fitted inhibition curve with a large enough effect; inconclusive = small, poorly fitted or top-dose-only effect, or effect the other way;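 also: plate controls were stimulated vehicle wells for no effect and unstimulated vehicle basal for full effect; nearly all actives have a fitted effect of over 55% in size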
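Compounds are titrated over HEK293-V1b cells kept overnight in 1% FBS. After 30 min at 37C, EGF (25 nM final) triggers ERK phosphorylation for 5 min, measured by AlphaScreen in lysates.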
Active calls of the source: *; ? = inconclusive; & = joins results of further samples; [ ] = dose if it differs, or a comment. Potency is read from the fitted curve at half-maximal effect. The list is partial; the hit share may differ from the screen's.

molecule,ERK EGF inh
CC(O)C(=O)N/N=C/c1cccc2ccccc12 (configuration not stated),-3%
COc1ccccc1-c1nc(=S)c(C(C)=O)c(C)[nH]1,7%[57.5 µM]
Cc1ccc(/C=N/n2c(COc3ccccc3)n[nH]c2=S)o1,?
CCOC(=O)CSc1nnc(-c2cccnc2)n1C,-7%
COc1ccc(CC(=O)OCC(=O)NCc2ccccc2Cl)cc1,4%
O=C(O)c1ccc(N=NN2CCCCC2)cc1,0%
Cc1cccc(N2CCN(C(=O)c3ccc4nc(N5CCCCC5)sc4c3)CC2)c1C,?
S=c1[nH]nc(-c2cccc(Cl)c2)n1Cc1ccccc1,6%
Clc1cccc(OCc2nc(-c3ccncc3)n[nH]2)c1,-7%
CCCOc1ccc(S(=O)(=O)N2CCOCC2)cc1[N+](=O)[O-],2%

Quoted at random: 3 entries already listed, in no set order.
molecule,ERK EGF inh
Clc1cccc(OCc2nc(-c3ccncc3)n[nH]2)c1,-7%
Cc1ccc(/C=N/n2c(COc3ccccc3)n[nH]c2=S)o1,?
S=c1[nH]nc(-c2cccc(Cl)c2)n1Cc1ccccc1,6%

(further entries)
molecule,ERK EGF inh
Nc1ccc(C(=O)OCC(=O)c2cccc([N+](=O)[O-])c2)cc1,4%
COc1ccc(-n2c(-c3ccco3)nc3c(cnn3-c3ccccc3C)c2=O)cc1,2%[57.5 µM]
Clc1cccc(Cl)c1NC1=NCCN1,6%
c1ccc(-n2cc(CN3CCC(N4CCOCC4)CC3)c(-c3ccc4c(c3)OCO4)n2)cc1,6%
COc1ccc(Cl)cc1C(=O)NC(C)C,1%
Cc1ccc(OCC(=O)Nc2ccc(S(=O)(=O)N3CCCCC3)cc2)c([N+](=O)[O-])n1,-6%
COc1ccc(/C=N/NC(=O)c2ccc(N(C)S(=O)(=O)c3ccccc3)cc2)cc1OC,3%
N#CCC(=O)N1CC2(CC(c3cccc(NC(=O)COc4ccc(Cl)cc4)c3)=NO2)C[C@@H]1C(N)=O (some centres not stated),2%[57.5 µM]
CCn1nc(C)cc1C(=O)n1nc(C)c(Sc2ncccn2)c1C,6%[57.5 µM]
COc1ccc(-c2nnc(SC(C(=O)c3c[nH]c4ccccc34)c3ccccc3)n2N)cc1OC (configuration not stated),8%

3 compounds from above, arranged by the value under ERK EGF inh, smallest number first.
molecule,ERK EGF inh
Cc1ccc(OCC(=O)Nc2ccc(S(=O)(=O)N3CCCCC3)cc2)c([N+](=O)[O-])n1,-6%
COc1ccc(/C=N/NC(=O)c2ccc(N(C)S(=O)(=O)c3ccccc3)cc2)cc1OC,3%
Clc1cccc(Cl)c1NC1=NCCN1,6%

(cont.)
molecule,ERK EGF inh
Cc1cc(N)n(-c2ccc([N+](=O)[O-])cc2)n1,2%
COc1ccc(-c2ncn(CCC#N)c2[N+](=O)[O-])cc1,3%
CC(C)c1cc(O)c(-c2ccccc2)c(=O)n1-c1ccc(Cl)cc1,13%[57.5 µM]
CCN1CCN(CCOc2ccccc2-c2ccccc2)CC1,-9%
Cc1cc(C(F)(F)F)nc(SCCN2CCOCC2)c1C#N,-5%
COC(=O)C1=C(N)Oc2cc(C)[nH]c(=O)c2C1c1ccccc1OC (configuration not stated),-3%[57.5 µM]
CC(C)CNC(=O)c1ccccc1NC(=O)CCSc1ccccc1,6%
CCNC(=S)NNC(=O)c1cc(C)nc2ccccc12,-2%
CCn1c(=O)c([N+](=O)[O-])c(NCCc2ccc(OC)c(OC)c2)c2ccccc21,1%
Cc1cc(C)cc(NC(=O)C2CCN(c3cnccn3)CC2)c1,-7%
O=C(/C=C/c1ccccn1)c1ccc(Br)cc1O,-4%
CCc1ccc(C(=O)CN2C(=O)NC(C)(c3ccc(C)cc3)C2=O)cc1 (configuration not stated),1%
C[C@H](NCCC(c1ccccc1)c1ccccc1)c1ccccc1,-3%[25.7 µM]
O=C(COC(=O)C1=Cc2ccccc2OC1)NCc1ccco1,0%
CCCNC(=O)COC(=O)c1cc2c(=O)n3ccccc3nc2s1,6%
CC1CCN(S(=O)(=O)c2ccc(C(=O)NNC(=O)C3CC3)cc2)CC1,-7%
COc1cc(/C=C2\C(=O)N(C)C(=S)N2C)ccc1O,13%
CCC(C)n1c(SCC(=O)Nc2cc(C(C)(C)C)nn2-c2ccccc2)nc2ccccc2c1=O (configuration not stated),1%
CN(C)S(=O)(=O)N1CCN(c2ccc([N+](=O)[O-])cc2)CC1,0%
Cc1nn(CC2CC2)c(=O)n1-c1cccc(Cl)c1,7%
O=C(COc1ccc(Oc2ccccc2)cc1)NCc1cn2ccccc2n1,0%
COc1ccc(-c2ccc(N(C)C)cc2)cc1[C@H]1[C@@H]2C=CCC[C@@]2(C)C(=O)N1Cc1ccccc1,?
COc1cc(CC(=O)Nc2ccc(N3CCOCC3)cc2)cc(OC)c1OC,-1%
COc1cccc(-c2nnc(NC(=O)c3cccs3)s2)c1,-3%
O=C(CN1CCN(c2ncccn2)CC1)NCc1ccc2c(c1)OCO2,-1%
CC/C(O)=C1\C(=O)CC(c2ccccc2)CC1=NCCC(=O)O (configuration not stated),6%
CC(C)[C@@H]1C=C(C(=O)O)O[C@H](OCCCCO)C1,-9%[57.5 µM]
OC(CNC1CCCc2ccccc21)COc1c(Cl)cccc1Cl (configuration not stated),0%
Cc1ccc(O)c(NC(=O)C2CC(c3ccc(F)cc3)=NO2)c1 (configuration not stated),7%
Cc1ccc(NNC(N)=S)cc1Cl,0%[57.5 µM]
CC(C)CCNC(=O)CCc1nnc(Cc2c[nH]c3ccccc23)o1,3%
COc1ccc(CN2CCOCCOCCOCCOCCOCC2)cc1,8%[57.5 µM]
O=C(c1ccc(CSc2ccc(Cl)cc2)cc1)N1CCCC1,-12%
NNC(=O)c1ccc(COc2cccc3ccccc23)o1,8%[57.5 µM]
NS(=O)(=O)c1ccc(CCNCc2cccs2)cc1,3%
CCNC(=O)COC(=O)/C=C/c1cccs1,1%
COc1cnc(-c2cccc(C(F)(F)F)c2)nc1OC,3%
COc1ccc([N+](=O)[O-])cc1NC(=O)COC(=O)Cc1cc(OC)c(OC)c(OC)c1,26%
CCOC(=O)/C(=N\Nc1ccccc1[N+](=O)[O-])c1csc(N)n1,?
Cc1cc(C(=O)COc2ccccc2[N+](=O)[O-])c(C)n1C1CC1,1%
CN(C)/C=C/C(=O)c1ccc(Cl)c([N+](=O)[O-])c1,0%
Cc1ccc2[nH]c3c(c2c1)CN(C(=O)CN1CCN(C(=O)c2ccco2)CC1)CC3,9%[57.5 µM]
CC(C)CSc1nnc2[nH]c(=O)cc(N)n12,11%
O=C(Nc1ccccc1C(=O)N/N=C/c1ccco1)c1ccc(F)cc1,-14%
O=[N+]([O-])c1cc(-c2nnc(Nc3ccc(O)cc3)c3ccccc23)ccc1N1CCOCC1,0%
Cn1cc(Cl)c(C(=O)Nc2cnn(Cc3ccc(F)cc3)c2)n1,3%
COc1ccc(CC2(CO)CCN(Cc3cc4ccccc4o3)CC2)cc1,-14%
Cc1cc(=O)[nH]c(NN=C2C3CC4CC(C3)CC2C4)n1,-4%[57.5 µM]
O=C(NCc1nc(-c2ccc(C(F)(F)F)cc2)no1)Nc1cc(Cl)cc(Cl)c1,-19%[57.5 µM]
CCOC(=O)CNC(=O)N1c2ccccc2Sc2ccccc21,6%

(next part)
molecule,ERK EGF inh
COc1ccc(-c2cc(C3CCN(Cc4cccc(C(F)(F)F)c4)CC3)[nH]n2)cc1,1%
COc1ccc(-c2[nH]n(-c3ccc([N+](=O)[O-])cc3)c(=O)c2C=NCc2ccc(F)cc2)cc1,-5%
Cc1ccc(-n2c(C)cc(C(=O)NS(=O)(=O)c3ccc(C)cc3)c2C)cc1,12%
CC(C)CN1CCNC(=O)C1CC(=O)NCCc1cnn(-c2ccccc2)c1 (configuration not stated),18%
O=C(c1cccc(C(F)(F)F)c1)C1CCCN(C(=O)CCn2cnnn2)C1 (configuration not stated),-3%[57.5 µM]
COc1ccc(C(=O)NNC(=O)c2ccccc2[N+](=O)[O-])cc1,10%
c1csc(-c2nnc(N3CCOCC3)c3ccccc23)c1,-5%
O=C(Cn1cnc2ccccc2c1=O)NCc1cccs1,4%
CN1CCN(c2ncc3nc(-c4ccccc4)c(=O)n(Cc4ccc(F)cc4)c3n2)CC1,?
COc1ccc(-n2c(SCC(N)=O)nnc2-c2ccccc2F)cc1,-6%
COc1cccc(-n2cc(CN(C)Cc3nc(Cc4cccc(F)c4)no3)cn2)c1,-8%
CC(=O)N1CCN(C(=S)NCc2ccccc2)CC1,1%
COC(=O)c1c(NS(=O)(=O)c2ccccc2)csc1C,0%[57.5 µM]
COc1ccc(C2c3ccc4ccccc4c3Oc3ncn(CCN4CCOCC4)c(=N)c32)cc1OC (configuration not stated),-3%[57.5 µM]
O=C(c1cccc(N2C(=O)C3CC=CCC3C2=O)c1)N1CCCc2ccccc21 (configuration not stated),-3%
O=C(NC1CCCCCC1)C1Cc2ccccc2CN1C(=O)c1ccco1 (configuration not stated),4%
CCC(=O)N1N=C2CC(C)(C)OCC2C1c1ccccc1 (configuration not stated),-9%
O=[N+]([O-])c1cccc(-c2nnc(-c3ccc4c(c3)OCO4)o2)c1,-4%
Cc1ccc(C(C(=O)NC2CCCCC2)N(Cc2ccco2)C(=O)Cn2cnc3ccccc32)cc1 (configuration not stated),-6%
COc1ccccc1C(C[N+](=O)[O-])c1c(N)n(C)c(=O)n(C)c1=O (configuration not stated),9%[57.5 µM]
CCCn1cnc2c(=O)oc3ccccc3c21,2%
CC(=O)c1ccc(NC(=O)N2C3CCC2CC(O)(c2cccnc2)C3)cc1 (configuration not stated),3%
CC(=O)c1csc(COc2ccccc2)n1,9%[57.5 µM]
O=C(Cc1ccc(-c2ccccc2)cc1)NC(c1ccccc1)c1ccccc1,2%
N#Cc1cc(-c2ccccc2)[nH]c1-c1nccc2ccccc12,?
CC(C)CCC(O)(CCC(C)C)C(=O)NNc1ccccc1,-3%
Cc1ccc(NC(=O)COC(=O)CN2C(=O)C3CCCCC3C2=O)cc1S(=O)(=O)N1CCOCC1 (configuration not stated),-10%
C/C(CC(=O)Nc1ccc(C)c(Cl)c1)=N\NC(=O)Cc1cnc(N)s1,-15%
COCCNC(=O)[C@@]1(Cc2ccccc2)C=C[C@@H](C)N1C(C)=O,-2%&3%
S=C(NCC(c1ccco1)N1CCCC1)Nc1ccccc1 (configuration not stated),3%
O=C(NCc1ccc(F)cc1)C(=O)NCC(c1ccco1)N1CCOCC1 (configuration not stated),-4%
Cc1cccc(C2CN(C)CCc3c2cc(O)c(O)c3Cl)c1 (configuration not stated),1%
Cc1cc(C)c2cc(C(=O)N3CCC(Cc4ccccc4)CC3)[nH]c2c1,2%[57.5 µM]
CCCC1(C(=O)OC)C=C2C(=C(c3ccccc3)C(=O)C2C)CN1 (configuration not stated),-6%
COCCNC(=O)c1cnn2c(C(F)F)cc(-c3ccccc3)nc12,5%
Cc1nn(CC(=O)Nc2ccc(Cl)c(S(=O)(=O)N(C)C)c2)c(C)c1[N+](=O)[O-],-3%
CC(=O)N1CCN(c2ccc(NC(=O)c3ccc(Br)o3)cc2Cl)CC1,-3%
CCc1sc(C(=O)Nc2cccc(C(C)=O)c2)cc1C,-3%
CC(C)[C@H](NC(N)=O)C(=O)Nc1cccc(S(=O)(=O)N2CCOCC2)c1,-12%
C/C(=N\NC(N)=S)C1C2C3CC4C5CC(C42)C1C53 (configuration not stated),0%
O=C(CSc1nnc(-c2ccccc2)n1-c1ccc(Cl)cc1)N/N=C/c1ccccc1C(=O)O,6%[57.5 µM]
COc1cc(CNc2ncn[nH]2)ccc1OCC(=O)NC(C)(C)C,3%
COc1ccc(CNC(=O)c2ccc(CS(=O)(=O)Cc3ccccc3F)o2)cc1,1%
Cc1c(N/C=C/C(=O)C(F)(F)F)c(=O)n(-c2ccccc2)n1C,2%
COc1ccc(C(=O)N/N=C\c2coc3ccccc3c2=O)cc1,-8%[57.5 µM]
S=C(NCc1ccccc1)NCc1ccc2c(c1)OCO2,2%
O=C(NCc1ccc2c(c1)OCO2)c1cccnc1Cl,-9%
CCCn1c(C)cc(C(=O)CSc2nc3ccccc3c(=O)n2Cc2ccco2)c1C,10%
Fc1ccccc1-c1nc(NCc2ccco2)c2ccccc2n1,-22%
COc1ccc(-n2cc(CN(C)Cc3n[nH]c(=O)[nH]3)c(-c3cccc(F)c3)n2)cc1,10%
CC(=O)N1CCN(C(=S)NC(=O)c2c(-c3ccccc3Cl)noc2C)CC1,2%
CCC(C)(C)n1nnnc1C(C(C)C)N(Cc1cccnc1)Cc1ccco1 (configuration not stated),1%

In the list so far, these have a cyano group:
molecule,ERK EGF inh
N#CCC(=O)N1CC2(CC(c3cccc(NC(=O)COc4ccc(Cl)cc4)c3)=NO2)C[C@@H]1C(N)=O (some centres not stated),2%[57.5 µM]
COc1ccc(-c2ncn(CCC#N)c2[N+](=O)[O-])cc1,3%
Cc1cc(C(F)(F)F)nc(SCCN2CCOCC2)c1C#N,-5%
N#Cc1cc(-c2ccccc2)[nH]c1-c1nccc2ccccc12,?

Some values from the entries so far.
ERK EGF inh with CCCn1cnc2c(=O)oc3ccccc3c21 reads 2%
ERK EGF inh with COc1ccc(CC2(CO)CCN(Cc3cc4ccccc4o3)CC2)cc1 reads -14%
ERK EGF inh with COc1ccc(-c2nnc(SC(C(=O)c3c[nH]c4ccccc34)c3ccccc3)n2N)cc1OC (configuration not stated) reads 8%
ERK EGF inh with S=C(NCC(c1ccco1)N1CCCC1)Nc1ccccc1 (configuration not stated) reads 3%
